pAkt inh = inhibitors of Akt phosphorylation; activity change, % for hits at 50 µM; hit rate 0.32% among 360,000; AID 651550; Neuro2A IGF-stimulated pAkt S473 HTRF, 20 min; stronger effect = lower value; in the data active means activity change below about -80%; inconclusive means mostly about -51% to -80%; further: on the % scale 0 is the no-effect control and ±100 the full control effect
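Neuro2A cells (4,500/well, DMEM with 0.5% FBS) were treated with compound at a single 50 µM final concentration, stimulated with 6 nM IGF for 20 min at 37 °C, and lysed. Phospho-Akt Ser473 was read by HTRF as 665/615 ratio ×10^4.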
aSyn rescue = rescues yeast growth from alpha-synuclein toxicity; Potency, µM (titrated, usually from 46.1 µM), for the others: top-dose growth rescue (activation), most hits filed as activators; Yeast expressing alpha-synuclein, growth rescue, BacTiter-Glo, 24 h; hit rate 0.14% among 370,000; AID 652106; further: potency means the concentration at half of the fitted maximal effect; % of control where 0% means no effect; nearly all actives have a fitted effect of over 65% in size
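Readout is rescue of growth in alpha-synuclein-expressing yeast, so inhibitors of toxicity appear as activators. Growth after 24 hr at 30 deg C in galactose medium is quantified by luminescence.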
TDP43 rescue = rescues yeast growth from TDP-43 toxicity; hit rate 1.8% among 410,000; TDP-43 expressing yeast growth rescue, BacTiter-Glo, 24 h; Potency, µM (highest dose often 46.1 µM), inactives show top-dose growth rescue (activation), usual class: activators; further: potency means the concentration at half of the fitted maximal effect; % of control where 0% means no effect; nearly all actives have a fitted effect of over 50% in size
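In this qHTS, compounds that restore growth of yeast expressing TDP-43 appear as activators. Cells (OD600=0.02, galactose medium, raffinose-pregrown) are incubated with compound 24 hr at 30 deg C and growth is quantified by BacTiter-Glo.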
FUS yeast rescue = FUS proteinopathy suppression in yeast | Potency, µM (doses to about 76.6 µM), for inactives: at the highest dose growth rescue (activation), usual class: activators | hit rate 0.24% among 390,000 | S. cerevisiae FUS-expressing, growth rescue, OD600, 24 h;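 further: potency means the concentration at half of the fitted maximal effect; plate controls were DMSO vehicle for no effect and reference control for full effect; nearly all actives have a fitted effect of over 55% in size; some results filed as inactive show a strong effect at the top dose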
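Galactose (2%) drives FUS expression in yeast precultured in raffinose; seeding density OD 0.005. Test compounds incubated 24hr at 30C and 99% humidity before absorbance at 600 nm was measured.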
PTHR1 ag = agonists of human PTHR1 parathyroid hormone receptor | Q03431 | AID 743266 | HEK293 GP2 PTHR1 cells, GloSensor cAMP luminescence, 1 h | hit rate 0.075% among 410,000 | Potency, µM (doses to about 115 µM), without a hit: at the top dose activation, actives largely listed as activators; further: potency means the concentration at half of the fitted maximal effect; nearly all actives have a fitted effect of over 55% in size; some results filed as inactive show a strong effect at the top dose; inactives centre near -15; many of its hits are not listed in these tables
Target sequence (Q03431 whole entry, looked up): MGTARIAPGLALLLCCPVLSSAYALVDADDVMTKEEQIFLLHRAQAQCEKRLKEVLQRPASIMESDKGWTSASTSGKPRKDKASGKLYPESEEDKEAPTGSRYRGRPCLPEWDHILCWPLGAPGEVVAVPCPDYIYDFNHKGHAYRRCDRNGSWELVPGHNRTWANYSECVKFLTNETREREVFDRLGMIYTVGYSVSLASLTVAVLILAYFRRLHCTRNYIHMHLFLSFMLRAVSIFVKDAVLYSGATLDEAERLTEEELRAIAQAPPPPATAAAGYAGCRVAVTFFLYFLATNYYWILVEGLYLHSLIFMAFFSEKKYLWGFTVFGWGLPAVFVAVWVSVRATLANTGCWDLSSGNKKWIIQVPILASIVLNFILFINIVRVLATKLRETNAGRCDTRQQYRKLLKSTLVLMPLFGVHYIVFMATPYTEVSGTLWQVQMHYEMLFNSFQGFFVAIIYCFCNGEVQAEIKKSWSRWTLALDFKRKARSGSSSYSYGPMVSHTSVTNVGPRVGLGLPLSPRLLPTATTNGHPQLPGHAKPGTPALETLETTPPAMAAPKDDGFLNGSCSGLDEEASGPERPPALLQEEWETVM
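HEK-293-derived GP2 cells expressing PTHR1 and a GloSensor cAMP reporter, 3,000/well, plated overnight, given luciferin plus IBMX (each 0.5 mM as added) for 1 h at 37 °C, then compound for 1 h at 37 °C. Luminescence was read after 15 min at room temperature.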
Abeta yeast res = compounds reversing amyloid beta toxicity in yeast | hit rate 0.063% among 410,000 | AID 1347071 | yeast expressing A-beta42, growth rescue, OD600, 48 h; response scale: 0% DMSO, 100% iron-clioquinol control | Potency, µM (doses to about 46.1 µM), without a hit: at the highest dose growth rescue, usual class: activators; further: potency means the concentration at half of the fitted maximal effect; nearly all actives have a fitted effect of over 55% in size
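Yeast A-beta toxicity model in growth medium with pinned compounds, 48 h at 30 C; growth read as absorbance at 600 nm. Normalized to FeCl3/clioquinol equimolar mix (positive) and DMSO (negative).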
GLP1R cytotox = cytotoxicity in counter-screen for GLP-1R inverse agonists; HEK293 cAMP-luciferase reporter cells, luminescence, 24 h; Potency, µM (top dose mostly 38.3 µM), inactives show at the top dose activity change, negative = inhibition, most hits filed as inhibitors; hit rate 0.13% among 410,000;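 further: loss of luciferase light is scored as toxicity; potency means the concentration at half of the fitted maximal effect; on the % scale 0 is the no-effect control and ±100 the full control effect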
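Compound-treated cells are incubated 24 hr at 37 deg C under 5% CO2 after a 12 hour attachment period, then luciferase detection reagent is added and luminescence is measured following 12 min at room temperature; lowered signal indicates toxicity.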
Mm-Cpn inhibitor = blocks the Methanococcus maripaludis chaperonin Mm-Cpn; AID 504842; Potency, µM (top dose mostly 76.9 µM), without a hit: top-dose activity, negative = inhibition, usual class: inhibitors; hit rate 0.031% among 330,000; purified Mm-Cpn ATPase, ADP Transcreener TR-FRET; further: potency means the concentration at half of the fitted maximal effect; on the % scale 0 is the no-effect control and ±100 the full control effect; nearly all actives have a fitted effect of over 80% in size
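TR-FRET (320 nm excitation; 590 and 665 nm emission) reports ADP made from 10 uM ATP by 25 nM enzyme; compounds were preincubated 10 min, reaction run 30 min, both at 37°C.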
GLP-1R inv ag = acts as inverse agonist at human GLP-1 receptor | HEK293 GLP-1R CRE-luciferase, luminescence, 24 h; GLP-1R form is constitutively active | Potency, µM (highest dose often 38.3 µM), for inactives: at the top dose activity change, negative = inhibition, actives largely listed as inhibitors | hit rate 1.6% among 410,000; further: potency means the concentration at half of the fitted maximal effect; on the % scale 0 is the no-effect control and ±100 the full control effect; nearly all actives have a fitted effect of over 55% in size
Target sequence (P43220 whole entry, looked up): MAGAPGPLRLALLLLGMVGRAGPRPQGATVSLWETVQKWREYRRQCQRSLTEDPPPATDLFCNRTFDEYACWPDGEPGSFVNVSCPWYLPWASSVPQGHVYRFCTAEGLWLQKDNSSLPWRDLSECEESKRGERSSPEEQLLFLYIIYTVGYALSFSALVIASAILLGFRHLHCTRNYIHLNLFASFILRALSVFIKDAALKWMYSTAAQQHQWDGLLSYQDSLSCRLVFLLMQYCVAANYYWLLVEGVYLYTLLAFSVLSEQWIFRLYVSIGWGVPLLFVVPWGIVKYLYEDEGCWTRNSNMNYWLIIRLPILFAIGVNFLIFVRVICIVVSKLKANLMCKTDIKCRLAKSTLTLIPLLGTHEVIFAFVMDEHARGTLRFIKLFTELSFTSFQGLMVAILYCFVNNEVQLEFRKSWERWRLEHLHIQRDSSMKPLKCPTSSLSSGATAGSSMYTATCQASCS
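Inverse agonism was detected as reduced cAMP-driven luciferase luminescence after 24 h compound treatment. The cells were HEK293 clones expressing constitutively active human GLP-1R with the reporter. Reporter-only and GPR119 cell lines served as counterscreen controls.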
Starred values were filed as active, the others as inactive; i = inactive; ? = inconclusive; / = no result given; & = joins results of further samples; [ ] = remark or other dose. Unless noted, the call rests on the fitted dose curve; in most records, active means well fitted curve in the direction sought with a large enough effect; inconclusive means small, poorly fitted or top-dose-only effect, or another doubt; inactive means no such curve, though single readings can be large; an effect the other way counts as inactive or inconclusive. A portion of the library; count on the stated rates, not on these rows.

#	compound	pAkt inh	aSyn rescue	TDP43 rescue	FUS yeast rescue	PTHR1 ag
1	COc1cccc(NC(=S)N(Cc2ccc(Cl)cc2)Cc2ccc(C(=O)O)cc2)c1	i	-28%	-1%	?	0%
2	O=C(COC(=O)COc1ccc(Cl)cc1)NC1CCCCCC1	i	-1%	-14%	-2%	i
3	CCn1cnc2scc(-c3ccc(C)c(C)c3)c2c1=O	i	-2%	?	-9%	i
4	COC(=O)c1c(N2C(=O)Nc3ccccc3N2O)sc2c1CCCC2	i	8%	-3%	15%	i
5	CC(C)CCNC(=O)C1CCC(=O)N1CCc1ccccc1 (stereo unspecified)	i	-3%	0%	30%	5%
6	COc1ccc(C2=NN3C(C2)c2ccccc2OC3c2cccs2)cc1 (stereo unspecified)	i	-17%	?	19%	-44%[inhibitor]
7	CC(C)(C)NC(=O)/C(=C\c1cccnc1)NC(=O)c1ccco1	i	3%	10%	-19%	-4%
8	CCOC(=O)Cc1nnc(NC(=O)c2cccc(OCC)c2)s1	i	-1%	-11%	14%	-22%

#	Abeta yeast res	GLP1R cytotox	Mm-Cpn inhibitor	GLP-1R inv ag
1	-23%	8%	6%	?
2	0%	6%	-1%	0%
3	4%	4%	-9%	?
4	13%	-2%	-1%	7%
5	-11%	-2%	0%	-14%
6	20%	27%[7.66 µM]	-10%	25%[7.66 µM]
7	-7%	-13%	0%	1%
8	1%	0%	-2%	13%

(further entries)
#	compound	pAkt inh	aSyn rescue	TDP43 rescue	FUS yeast rescue	PTHR1 ag
9	O=C(COc1ccccc1Cl)NCC(c1cccs1)N1CCOCC1 (stereo unspecified)	i	7%	-8%	12%	-28%
10	CCOc1ccccc1NC(=O)N1CCC(C(=O)c2ccc(F)cc2)CC1	i	-1%	?	9%	i
11	Cc1ccc2nc(N(CCCN(C)C)C(=O)c3ccc(Br)s3)sc2c1	i	-2%	-18%&-11%	14%&17%	-5%
12	CC(=O)Nc1ccc(NC(=O)c2ccc3c(c2)CCN3S(=O)(=O)c2ccc(C)cc2)cc1	/	/	-2%	25%	?
13	O=C(NC(=S)Nc1ccccc1O)c1ccc(Cl)cc1Cl	i	?	-15%[9.22 µM]	21%	-26%
14	O=C1CN(S(=O)(=O)c2ccc(F)cc2)c2ccccc2N1	i	8%	-8%	-4%	i
15	Cc1cn([C@H]2C[C@H](O)[C@@H](CNC(=O)c3ccccn3)O2)c(=O)[nH]c1=O	i	1%	13%	-8%	-24%
16	COc1cccc(-c2nc3c(c(SCc4ccccc4)n2)Cc2c(CO)cnc(C)c2O3)c1	/	/	7%	-6%	3%

#	Abeta yeast res	GLP1R cytotox	Mm-Cpn inhibitor	GLP-1R inv ag
9	3%	-16%	-1%	-26%
10	0%	-7%	0%	?
11	-11%&-11%	?	0%	?
12	-17%	-3%	/	-5%
13	?	?	1%	?
14	15%	6%	0%	4%
15	-6%	3%	/	1%
16	-10%	1%	/	-5%

Remaining list, next part:
#	compound	pAkt inh	aSyn rescue	TDP43 rescue	FUS yeast rescue	PTHR1 ag
17	O=C(NN=C1CCCCCCCCCCC1)c1ccccc1F	i	-9%	-8%	/	i
18	C[C@H](CO)N1C[C@H](C)[C@@H](CN(C)S(=O)(=O)c2cccs2)Oc2ccc(NC(=O)Cn3cnnn3)cc2C1=O	i	0%	3%	9%	i
19	CCOc1ccc2nc(NC(=O)c3ccccc3)sc2c1	/	/	19%	-10%	-32%
20	CCn1c2ccccc2c2cc(NC(=O)CNCC3CCCO3)ccc21 (stereo unspecified)	i	-15%	-14%	15%	i
21	CCC(C)NC(=O)C(NS(=O)(=O)c1cccc2nsnc12)c1ccccc1 (stereo unspecified)	i	-2%	4%	0%	i
22	COc1cc(C2CC(=O)N(c3ccccc3)C3=C2C(=O)OC3)cc(OC)c1OC (stereo unspecified)	/	/	2%	13%	i
23	NS(=O)(=O)c1ccc(CCNC(=O)c2cc(-c3ccccn3)nc3ccc(Br)cc23)cc1	i	-7%	14%[9.22 µM]	?	i
24	C/C(N)=C(/C#N)C(=O)CSc1nnc(Nc2cccc(C)c2C)s1	i	0%&-8%	0%&-7%	16%&1%	-26%&-25%

#	Abeta yeast res	GLP1R cytotox	Mm-Cpn inhibitor	GLP-1R inv ag
17	-11%	21%	1%	12%
18	-3%	0%	-1%	9%
19	-6%	1%	/	?
20	-13%	-11%	3%	10µM*
21	-3%	-13%	0%	3%
22	-5%	8%	/	10%
23	-2%	9%[7.66 µM]	?	-14%[7.66 µM]
24	-3%&0%	-17%&-4%	1%	-33%&-16%

(list continues)
#	compound	pAkt inh	aSyn rescue	TDP43 rescue	FUS yeast rescue	PTHR1 ag
25	COc1ccc(NC(=O)c2ccc(NC(=O)C3CC3)cc2)cc1	i	5%	17%	3%	i
26	COC(=O)CSc1ncnc2c1cnn2-c1ccc(C)cc1C	i	-11%	18µM*	3%	-13%
27	O=C(CSc1nnc(COc2ccc(Cl)cc2)o1)N1CCN(c2ccccc2)CC1	i	-1%	0%	-16%	-10%
28	COC(=O)Cn1cc(C(=O)c2cccs2)c2ccccc21	i	-27%	?	8%	i
29	C=C(C)COc1ccc(-c2n[nH]c(C)c2Oc2ccccc2OC)c(O)c1	i	?	?	14%	-24%[57.5 µM]
30	COc1ccc(OC)c2[nH]c(=O)c(CCNS(=O)(=O)c3ccc(C)cc3)cc12	i	5%	8%	10%	-8%
31	COc1ccc(Br)c(C(=O)N2CCN(S(=O)(=O)/C=C/c3ccccc3)CC2)c1	i	-1%	13µM*	43%	-44%
32	CC(C)Cc1nnc(NS(C)(=O)=O)s1	i	0%	-9%	-26%	i

#	Abeta yeast res	GLP1R cytotox	Mm-Cpn inhibitor	GLP-1R inv ag
25	-9%	2%	-1%	8%
26	13%	4%[7.66 µM]	2%	3%[7.66 µM]
27	0%	7%	3%	-3%
28	-22%	-31%	-3%	-22%
29	-17%	-8%	1%	7.9µM*
30	-4%	1%	-1%	30%
31	22%	5%[7.66 µM]	-5%	-1%[7.66 µM]
32	14%	-5%	0%	2%

Entries 25 through 31, quoted:
#	compound	pAkt inh	aSyn rescue	TDP43 rescue	FUS yeast rescue	PTHR1 ag
25	COc1ccc(NC(=O)c2ccc(NC(=O)C3CC3)cc2)cc1	i	5%	17%	3%	i
26	COC(=O)CSc1ncnc2c1cnn2-c1ccc(C)cc1C	i	-11%	18µM*	3%	-13%
27	O=C(CSc1nnc(COc2ccc(Cl)cc2)o1)N1CCN(c2ccccc2)CC1	i	-1%	0%	-16%	-10%
28	COC(=O)Cn1cc(C(=O)c2cccs2)c2ccccc21	i	-27%	?	8%	i
29	C=C(C)COc1ccc(-c2n[nH]c(C)c2Oc2ccccc2OC)c(O)c1	i	?	?	14%	-24%[57.5 µM]
30	COc1ccc(OC)c2[nH]c(=O)c(CCNS(=O)(=O)c3ccc(C)cc3)cc12	i	5%	8%	10%	-8%
31	COc1ccc(Br)c(C(=O)N2CCN(S(=O)(=O)/C=C/c3ccccc3)CC2)c1	i	-1%	13µM*	43%	-44%

#	Abeta yeast res	GLP1R cytotox	Mm-Cpn inhibitor	GLP-1R inv ag
25	-9%	2%	-1%	8%
26	13%	4%[7.66 µM]	2%	3%[7.66 µM]
27	0%	7%	3%	-3%
28	-22%	-31%	-3%	-22%
29	-17%	-8%	1%	7.9µM*
30	-4%	1%	-1%	30%
31	22%	5%[7.66 µM]	-5%	-1%[7.66 µM]

Next results:
#	compound	pAkt inh	aSyn rescue	TDP43 rescue	FUS yeast rescue	PTHR1 ag
33	CC(=O)N1CCN(Cc2cc(=O)oc3ccccc23)CC1	i	-5%	?	-20%	-21%
34	Cc1cccc(NC(=O)C2CCN(C(=O)c3ccccc3C)CC2)n1	i	5%	9%	-26%	-4%
35	COc1ccccc1-c1noc(-c2ccc(NCc3cccnc3)c([N+](=O)[O-])c2)n1	/	/	21%	24%	i
36	O=C(Nc1nnc(SCC(=O)N2CCCCC2)s1)c1ccccc1F	i	0%	-25%	11%	-73%[inhibitor]
37	O=C(CSc1ccccc1)NC(=O)NCc1ccccc1	i	0%	9%	-7%	-11%
38	Cc1ccc(C(=O)N(C)Cc2ccc(N3CCOCC3)cc2)cc1S(=O)(=O)NCc1ccccc1	i	0%	12%	18%	-40%[inhibitor]
39	O=C(Nc1ccc(N2CCOCC2)cc1)c1cc2ccccc2o1	/	1%	-2%	4%	-28%[57.5 µM]
40	Cn1cnc(S(=O)(=O)N2CCCCC2c2cc(C(=O)NCc3ccc(F)cc3)no2)c1 (stereo unspecified)	i	?	13%	4%	-4%
41	CC(=O)N/C(=C\c1ccccc1)C(=O)OC(C)C(=O)c1ccccc1 (stereo unspecified)	i	0%	15%	-9%	i
42	Cc1cc(Cl)ccc1OCC(=O)Nc1nc(-c2cccs2)cs1	i	-17%	28%	17%	-22%[57.5 µM]
43	CCN1CCN(Cc2c(O)ccc3oc(C)c(C(=O)Nc4ccc(OC)c(Cl)c4)c23)CC1	/	/	11%	-2%	i

#	Abeta yeast res	GLP1R cytotox	Mm-Cpn inhibitor	GLP-1R inv ag
33	-12%	2%	/	28%
34	-5%	-3%	0%	0%
35	4%	1%	/	17%
36	-4%	14%	-2%	10%
37	-17%	1%	1%	?
38	4%	-3%	0%	-5%
39	14%	-19%	-1%	5%
40	-10%	-1%	/	5%
41	16%	-4%	2%	3%
42	-13%	-13%	-5%	?
43	-8%	2%	/	?

High-throughput results from PubChem.
